Screening data as filed in PubChem.
STK33 inh: inhibitors of human STK33 kinase | Q9BYT3 | purified STK33, MBP phosphorylation, ADP-Glo luminescence | inhibition, % at 10 µM | 320,000 compounds, 0.073% hits | AID 2661;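 active = inhibition at or above 25%, using the most active replicate where run in duplicate; inactive = inhibition below 25%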
Target sequence (Q9BYT3 whole entry, looked up): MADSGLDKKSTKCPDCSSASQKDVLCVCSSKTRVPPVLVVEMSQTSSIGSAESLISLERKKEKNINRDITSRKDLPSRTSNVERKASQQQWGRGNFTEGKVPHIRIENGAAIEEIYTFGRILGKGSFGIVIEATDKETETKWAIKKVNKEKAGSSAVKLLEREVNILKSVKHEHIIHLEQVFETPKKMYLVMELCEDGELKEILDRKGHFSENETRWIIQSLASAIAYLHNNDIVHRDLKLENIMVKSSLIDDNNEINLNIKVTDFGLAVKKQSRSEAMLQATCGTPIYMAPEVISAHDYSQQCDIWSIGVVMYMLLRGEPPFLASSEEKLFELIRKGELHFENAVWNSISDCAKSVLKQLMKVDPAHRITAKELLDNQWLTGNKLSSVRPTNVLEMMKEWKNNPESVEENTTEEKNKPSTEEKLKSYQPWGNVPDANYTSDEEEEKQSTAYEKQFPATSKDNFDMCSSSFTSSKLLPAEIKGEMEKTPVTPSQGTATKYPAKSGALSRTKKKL
Kir21 block: inhibitors of mouse Kir2.1 inward-rectifier potassium channel; AID 1672; HEK293-Kir2.1, FluxOR thallium flux fluorescence; hits give low values; B-score at 10 µM; 310,000 compounds, 0.85% hits;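 active = fluorescence ratio B-score at or below minus 3 SD of library scores, with starting-brightness B-score within 2 SD, cut at about -4.2 in these data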;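 also: channel flux triggered by added potassium and thallium sulfate stimulus; B-score of peak minus minimum fluorescence over baseline after thallium stimulus; more negative B-score means stronger Kir2.1 block with less thallium influx; some compounds called inactive have numbers as strong as hits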
Target sequence (P35561 whole entry, looked up): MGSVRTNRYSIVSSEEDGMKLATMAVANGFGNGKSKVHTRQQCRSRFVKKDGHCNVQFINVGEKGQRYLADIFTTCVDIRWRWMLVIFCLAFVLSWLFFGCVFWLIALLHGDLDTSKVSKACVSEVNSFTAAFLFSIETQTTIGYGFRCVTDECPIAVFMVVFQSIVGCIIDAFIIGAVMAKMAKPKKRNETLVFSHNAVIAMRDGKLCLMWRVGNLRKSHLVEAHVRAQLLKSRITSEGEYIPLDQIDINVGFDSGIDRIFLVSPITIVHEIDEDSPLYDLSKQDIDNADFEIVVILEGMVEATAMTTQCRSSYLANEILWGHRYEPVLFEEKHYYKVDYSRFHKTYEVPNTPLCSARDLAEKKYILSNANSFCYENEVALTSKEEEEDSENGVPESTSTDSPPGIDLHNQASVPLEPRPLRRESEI
The depositor's hits bear a star; nt = not tested or not shown.

SMILES	STK33 inh	Kir21 block
C/C(=N/NC(=O)c1cc(C)[nH]n1)c1ccncc1	-0.3	-0.67
Cc1c(C(=O)N2CCN(S(=O)(=O)c3ccccc3F)CC2)oc2c(Cl)cccc12	-0.2	nt
COC(=O)c1nc(NC(=O)c2ccccc2Cl)n[nH]1	0.4	1.4
CCCc1nnc(NC(=O)c2ccc(S(=O)(=O)N(C)c3ccccc3OC)cc2)s1	-1.4	nt
CC(=O)Nc1nc(NC(=O)C(Cl)(Cl)Cl)n(-c2ccccc2)n1	-0.5	-2.9
O=C(Nc1nnc(SCc2ccc(F)cc2)s1)c1ccco1	-0.5	1.4
Cc1c(C(=O)NC2=NCCS2)cccc1[N+](=O)[O-]	-0.9	-1.2
COc1ccc(Cc2nnc(N)s2)cc1	-1.6	0.8
CNCCOCC(O)CSc1ccccc1 (stereo not given)	-1.3	0.52
Cc1cc(NC(=O)COc2cccnc2[N+](=O)[O-])no1	0.1	0.8

Reprinted from the part before: 2 compounds, followed by the next part.
SMILES	STK33 inh	Kir21 block
CNCCOCC(O)CSc1ccccc1 (stereo not given)	-1.3	0.52
Cc1cc(NC(=O)COc2cccnc2[N+](=O)[O-])no1	0.1	0.8
O=C(CCCC1=NS(=O)(=O)c2ccccc2N1)NCCc1ccc(Cl)cc1	-0.7	0.98
COc1ccc(N(CC(=O)Nc2ccccc2C)S(=O)(=O)c2ccccc2[N+](=O)[O-])c(OC)c1	-1.1	0
CCOc1ccc(OC(=O)c2ccc3c(=O)n4c(nc3c2)CCC4)cc1	-1.0	1.3
Cc1ccc(-n2cc[nH]c2=S)cc1C	-2.7	-0.56
CC(=O)c1ccc(NC(=O)C(C)N(C)CC(=O)Nc2ccc(N3CCOCC3)cc2)cc1 (stereo not given)	-0.9	1.2
CCc1cccc(NC(=O)c2snc3c(=O)[nH]cnc23)c1	0.5	-1.6
COc1ccc2[nH]c3c(=O)n(N)c(=O)[nH]c3c2c1	2.4	0.68
O=C(Nc1cc2c(ccc3ccccc32)oc1=O)C1CCCCC1	1.6	0.2
COc1ccc(C(=O)NCc2ccncc2)cc1S(=O)(=O)NCc1ccc(Cl)cc1	-0.1	nt
Cc1ccc(-c2csc(NC(=O)c3cccc(C)c3)c2C(=O)O)cc1	0.8	0.33
COc1cccc(-n2c(SCC(=O)Nc3nc4ccccc4s3)nc3ccccc3c2=O)c1	-0.4	0
COC(=O)c1ccsc1NC(=O)c1ccccc1	1.8	-0.25
O=C(Nc1ccc(C(=O)N2CCCCC2)cc1)c1cccs1	5.0	-0.01
CCOc1cc(CO)cc(Br)c1OCC(N)=O	1.3	0.48
CC(=O)Nc1cccc(C(=O)OC(C)C(=O)NC(=O)NC2CCCCC2)c1 (stereo not given)	2.7	0.12
CC(=O)Nc1c(-c2ccc3ccccc3c2)nc2ccccn12	1.3	0.58
CC[n+]1c(C)cc(C)n1-c1ccccc1	-0.1	-0.59
COc1ccc2nc(C)cc(SCC(=O)NNC(=O)COc3ccccc3)c2c1	-1.5	-2.4
Nc1[nH]nc2nc(NCc3ccccc3)c3c(c12)CCN(Cc1ccccc1)C3	-0.7	-0.01
FC(F)(F)c1nc(NCc2ccccc2)c2nnn(Cc3ccccc3)c2n1	0.4	0.61

Gathered by group: those above containing a thiophene ring, fused or not.
SMILES	STK33 inh	Kir21 block
Cc1ccc(-c2csc(NC(=O)c3cccc(C)c3)c2C(=O)O)cc1	0.8	0.33
COC(=O)c1ccsc1NC(=O)c1ccccc1	1.8	-0.25
O=C(Nc1ccc(C(=O)N2CCCCC2)cc1)c1cccs1	5.0	-0.01

The list continues:
SMILES	STK33 inh	Kir21 block
Cc1cccc(C)c1NC1=NC(=S)N(c2ccc(N(C)C)cc2)C1(C)C	-0.6	2.5
Cc1sc2nc(CSCC(=O)Nc3ccc(N4CCOCC4)cc3)[nH]c(=O)c2c1C	0.2	1.7
CC(NC(=O)c1cccc(S(=O)(=O)N(C)C)c1)C1CC2CCC1C2 (stereo not given)	-1.2	-1.4
COc1cc(C2N=C(c3ccccc3)NO2)cc(Br)c1O (stereo not given)	4.4	1.2
c1cc2c(cc1C1CCCCC1)c1c3n2CCCNC3CCC1 (stereo not given)	2.2	-4.3*
Oc1ccc(Br)cc1C=Nc1ccc(Cl)cc1	-0.9	-0.52
Cc1ccccc1OCCCN1C(=O)C(=O)c2cccc(C)c21	-0.5	-0.21
CC1(C)CC(=O)C2=C(C1)OC(N)=C(C#N)C21CCC2(CC1)OCCO2	-1.6	-0.44
Nc1nc(N)nc(-c2ccc(Oc3ccccc3)cc2)n1	0.3	0.71
CC(C)c1ccc(OCc2ccc(C(=O)N3CCCC3)o2)cc1	-1.9	-0.96
CN1CCc2c(sc(N)c2C(N)=O)C1	1.9	0.2
CCOC(=O)NC(=S)Nc1ccc(C(C)(C)C)cc1Br	-2.4	-0.77
Cc1ccc(N2C(=O)C(O)(C(F)(F)F)C3=C2CC(C)(C)CC3=O)cc1C (stereo not given)	0.3	-0.85
CCN(CC)S(=O)(=O)c1csc(C(=O)Nc2ccccn2)c1	1.0	0.71
CC(=O)Cn1nnc(-c2ccc(C(F)(F)F)cc2)n1	-1.7	2.7
O=C(CCc1ccccc1)NCCc1ccc(F)cc1	-1.7	0.51
CC(=O)c1cccc(CN(C)CC2CCCN(CCc3ccccc3C)C2)c1 (stereo not given)	-0.7	-6.5*
Cc1ccc(NC(=O)CSCC(=O)NC2(C)CCS(=O)(=O)C2)cc1 (stereo not given)	-1.2	nt
COc1ccccc1NC(=O)N1CCC(NC(=O)C(Cc2ccccc2F)NC(C)=O)CC1 (stereo not given)	-1.4	0.04
CCOC(=O)c1c(C)nc2c(c1-c1ccc(Cl)cc1)C(=O)CC(C)(C)C2	-1.0	-0.19

Looked up above:
For STK33 inh, `CN1CCc2c(sc(N)c2C(N)=O)C1` reads 1.9
For Kir21 block, `CCN(CC)S(=O)(=O)c1csc(C(=O)Nc2ccccn2)c1` reads 0.71
For Kir21 block, `O=C(CCc1ccccc1)NCCc1ccc(F)cc1` reads 0.51

New compounds follow
SMILES	STK33 inh	Kir21 block
COc1cccc(-c2csc(N3CCN(C(=S)Nc4ccc(Cl)cc4)CC3)n2)c1	0.4	-1.4
COc1cc(OC)c(OC)cc1/C=N/NC(=O)CCc1c(C)n[nH]c1C	1.5	1.3
Nc1cc(C(=O)c2ccccc2)ccc1N1CCOCC1	0.0	1.1
CCCCOc1ccc(-c2c(C(=O)Nc3ccccc3)c(C)[nH]c(=S)c2C#N)cc1	nt	0.16
CCCCCN(C(=O)CCC(=O)OCc1cccc(Br)c1)c1c(N)n(CCCC)c(=O)[nH]c1=O	0.0	-0.33
CS(=O)(=O)CCC(C(=O)OCc1ccc(Cl)cc1)N1C(=O)c2ccccc2C1=O (stereo not given)	-1.7	1.3
COc1cc(C=NNC(=O)c2ccccc2NS(=O)(=O)c2cccs2)cc(OC)c1O	-0.9	nt
O=c1ccc(Cl)n[nH]1	-0.3	0.05
CCCCNC(=O)COc1ccccc1[N+](=O)[O-]	-0.5	2.4
O=[N+]([O-])c1ccc(Cn2cc(-c3cccc(C(F)(F)F)c3)nn2)cc1	-1.3	-0.07
C=C(C)Cn1c(N)cc(=O)nc1SCC(=O)Nc1cccc(C(F)(F)F)c1	-1.5	0.78
COc1cc(C2C(C#N)=C(N)N(Nc3ccccc3)C3=C2C(=O)CC(C)(C)C3)ccc1OCc1ccccc1 (stereo not given)	-1.5	-1.2
Clc1cc(Cl)c(OCCCCn2cncn2)c(Cl)c1	-1.9	0.6
CNC(=S)NNC(=O)CSCc1c(Cl)cccc1Cl	-0.4	-0.9
CC(C)(C)OC(=O)N[C@H](Cc1ccccc1)C(=O)N1CCC[C@@H]1C(=O)O	0.6	-1.5
Cc1ccc(S(=O)(=O)N2CCC(=O)CC2)cc1	1.1	-1.3
Cc1c(NC(=O)C(C)OC(=O)c2cccnc2Cl)c(=O)n(-c2ccccc2)n1C (stereo not given)	1.1	nt
O=C(NCCCN1CCCCC1)C1CCC(=O)N1CCc1ccccc1 (stereo not given)	5.2	-0.71
C(=Nc1ccc(N2CCOCC2)cc1)c1c[nH]c2ccccc12	1.2	-1.3
CSc1ncccc1C(=O)Nc1ccc2nc(C)sc2c1	nt	0.27
COc1cccc(OCc2cc(C(=O)N3CCN(C4CCCC4)CC3)no2)c1	-1.5	-1
CN(C)S(=O)(=O)c1cccc(NC(=O)CSc2nnnn2-c2ccccc2)c1	-0.2	0.58
CCOc1ccc(C(=O)N(CN2CCCC2=O)c2ccccc2)cc1	0.2	0.22
O=C(/C(=C/c1ccccc1Cl)c1ccccc1)N1CCOCC1	0.4	-4.2
CN(C)c1ccc(C(=O)N2CCN(C(=O)C3CCCO3)CC2)cc1 (stereo not given)	0.3	nt
CCCC(=O)Nc1ccc(C(=O)Nc2nc(CC(=O)OCC)cs2)cc1	-0.3	0.05
COc1ccccc1CNC(=O)c1ccccc1NS(C)(=O)=O	nt	-0.51
O=C1NCCNC1(c1c[nH]c2ccccc12)C(F)(F)F (stereo not given)	-0.5	1.4
O=C(O)CCCCn1c(SCC(=O)Nc2ccccc2C(F)(F)F)nc2ccsc2c1=O	nt	-0.4
C=CCn1c(O)c(N=NC(=O)CNC(=O)c2ccco2)c2ccccc21	-2.3	0.02
O=C(NC1CCCCCCC1)C1CCC(CNc2c(N3CCCC3)c(=O)c2=O)CC1 (stereo not given)	-0.8	-0.84
O=C(Nc1nccs1)C(c1ccccc1)N1CCCC1 (stereo not given)	-1.6	-0.08
Oc1ccc(N=Nc2ccc(Br)cc2)c(O)c1	0.5	3.5
COc1ccc(CCNC2CCc3ccccc3C2)cc1 (stereo not given)	-1.3	-8.6*
CC(C)c1ccc(NC(=O)N2CCc3ccccc3C2)cc1	-0.4	-1.3
FC(F)(F)c1cc(CCN2CCNC[C@@H]2c2ccccc2)cc(C(F)(F)F)c1	3.9	nt
COc1ccccc1/C=C/C(=O)N1CCCC1	0.7	-1.3
COc1cccc(OCCOc2c(OC)cccc2OC)c1	-0.7	1.6
O=C(CCN1C(=O)c2ccccc2S1(=O)=O)Nc1ccc2c(c1)OCCO2	-0.4	0.8
O=C(Nc1cccc(Cl)c1)Nc1nc(-c2ccc(Cl)cc2)cs1	0.5	-1.2

As a working copy, part of the list above:
SMILES	STK33 inh	Kir21 block
O=C(NC1CCCCCCC1)C1CCC(CNc2c(N3CCCC3)c(=O)c2=O)CC1 (stereo not given)	-0.8	-0.84
O=C(Nc1nccs1)C(c1ccccc1)N1CCCC1 (stereo not given)	-1.6	-0.08
Oc1ccc(N=Nc2ccc(Br)cc2)c(O)c1	0.5	3.5

Next part:
SMILES	STK33 inh	Kir21 block
CC(NC(=O)CSc1ccccc1C(=O)O)C1CC2CCC1C2 (stereo not given)	0.4	-0.55
Cc1onc(-c2c(F)cccc2Cl)c1C(=O)Nc1nnc(C(F)(F)F)s1	-3.7	0.73
O=C1C(=O)N(Cc2cccc([N+](=O)[O-])c2)c2ccccc21	-1.4	0.28
COc1ccccc1CNC(=O)C1CCCN(S(=O)(=O)c2c(C)[nH]c(=O)[nH]c2=O)C1 (stereo not given)	0.5	0.11
Cc1ccc(C)c(NC(=S)N(Cc2ccc(Cl)cc2)Cc2ccc(C(=O)O)cc2)c1	-3.5	-1.2
Cc1cccc(NC(=O)CCNC(=O)c2ccco2)c1	-0.7	0.68
O=C1c2ccccc2C(=O)N1Cc1cccnc1	-1.2	0.01
Cc1ccc(N(C(=O)c2snc(C(N)=O)c2N)C(C(=O)NCc2ccccc2)c2ccncc2)c(C)c1 (stereo not given)	-0.3	-0.67
Cc1ccc(C(=O)NNC(=O)C2CCN(C(=O)OC(C)(C)C)CC2)cc1	0.5	-0.27
O=C(NCCN1CCCCC1)Nc1ccccc1Cl	-0.3	-0.97
CCN(c1ccccc1)S(=O)(=O)c1ccc(C(=O)N2CCOCC2)cc1	-0.3	nt
NC1=NC[C@H](Cc2ccc(O)cc2)N1CCC12CC3CC(CC(C3)C1)C2	0.0	-1.9
O=C(Nc1ccc(C(=O)Nc2ccccc2Cl)cc1)c1cccnc1	0.1	-0.39
COc1ccc(-n2c(=S)[nH]c3cc(C(=O)Nc4ccc(F)cc4)ccc3c2=O)c(OC)c1	-1.3	-0.93
Cc1cc(/C=C/C(=O)O)c(C)n1-c1ccc(Cl)cc1	-0.6	2.2
CCCN(CC1CCCO1)C(=O)CCc1nnc(CCc2ccc(OC)cc2)o1 (stereo not given)	1.6	-0.97
O=c1[nH]cc(C(F)(F)F)cc1NS(=O)(=O)c1ccccc1[N+](=O)[O-]	-0.2	1.1
O=C(Nc1nccs1)C1CC(=O)N(c2ccc(F)cc2)C1 (stereo not given)	-0.2	-0.28
CC(C)CC(=O)Nc1ccc(-c2nc3ccccc3c(=O)o2)cc1	0.0	1.3
CC1CCC(=C(C#N)C(=O)Nc2cccc(Cl)c2)CC1 (stereo not given)	-0.7	-0.83
O=C(NCc1ccncc1)C1CCN(C(=O)c2cccc(Cl)c2)CC1	-0.9	2.1
Nc1ccccc1Nc1cc(-c2cccc(Cl)c2)nn1-c1ccccc1	-1.2	1
CSCCC1NC(=O)N(CC(=O)Nc2ccc3c(c2)OCCO3)C1=O (stereo not given)	1.3	nt
O=C1CN(S(=O)(=O)c2ccccc2)CCN1	-0.3	nt
CCOC(=O)c1c(C)[nH]c(C(=O)COC(=O)c2ccc(F)c(S(=O)(=O)N3CCOCC3)c2)c1C	-0.9	0.67
COc1ccccc1-c1c(NC(=O)c2ccco2)n(-c2ccccc2)nc(C)c1=O	nt	1.2
Cc1occc1C(=O)NNC(=O)CN1C(=O)NC(C)(c2ccccc2)C1=O (stereo not given)	nt	-1.4
Cc1ccc(NC(=O)CCC(=O)NNC(=O)COc2ccccc2)c(C)c1	8.0	0.6
COc1cc(OC)cc(-c2n[nH]c(=S)n2-c2ccc3c(c2)OCCO3)c1	0.4	0.38
Cc1cccc(OCC(=O)NNC(=O)c2cccs2)c1	0.8	0.68
